SKKanGAS inh: inhibitors of SKKanGAS S. pyogenes growth in kanamycin (SK-promoter or general growth effect); BacTiter-Glo, 6 h; inhibition, % at 7.5 µM; 1.3% of 300,000 active; AID 1662;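 active = mean replicate score, as percent of positive control median, at least 50; inconclusive = mean below 50 but one replicate at or above 50; inactive = mean and every replicate below 50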;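 note: strain carries kanamycin resistance gene driven by streptokinase promoter and grows in 40 µg/ml kanamycin; loss of luminescence reflects streptokinase promoter inhibition or plain growth inhibition; 0% = median of DMSO wells and 100% = positive control at its reference dose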
ANO1 activ: activates or potentiates the mouse TMEM16A chloride channel; AID 623877; 0.3% of 340,000 active; B-score at 10 µM; Q8BHY3; HEK293 TMEM16A/YFP-H148Q/I152L, iodide quench fluorescence; hits give low values;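 active = fluorescence-ratio B-score plate-corrected deviation score at least 3 library SD below zero, with starting fluorescence score within 5 deviations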;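 note: channel opened by trigger with iodide after compound preincubation; score built on the fluorescence ratio of max minus min over baseline; more negative score means more quench and so TMEM16A activation or potentiation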
hERG protect: compounds protecting human hERG from proarrhythmic drug block; CHO-hERG, FluxOR thallium flux, dofetilide IC70 present; activation (rescue from dofetilide block), less the hit threshold, % at 10 µM; 0.51% of 310,000 active; AID 1511;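 active = activation above the mean of controls blocked by dofetilide plus 5 SD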;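 note: thallium influx through hERG after potassium depolarization seen as dye fluorescence rise; in these data hits start at about 4.7%; inactives centre near -7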
KCNK3 block: human KCNK3 channel inhibition, primary screen | CHO-KCNK3 thallium flux, FluxOR fluorescence; hits give low values | B-score at 10 µM | 0.84% of 340,000 active;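 active = B-score under library mean minus 4 SD, starting fluorescence ratio at most library mean plus 5 SD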;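 note: more negative B-score means stronger inhibition of thallium flux through KCNK3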
KCNK9 block: blocks the human KCNK9 two-pore domain potassium channel | 1.2% of 310,000 active | Q9NPC2 | B-score at 10 µM | HEK293 KCNK9, FluxOR thallium flux fluorescence; hits give low values | AID 488922;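 active = ratio B-score over 3 SD below the library mean, with starting fluorescence within 5 SD of its mean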;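 note: negative B-score means less thallium flux so channel inhibition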
Target sequence (Q9NPC2 whole entry, looked up, the tested form may be a part): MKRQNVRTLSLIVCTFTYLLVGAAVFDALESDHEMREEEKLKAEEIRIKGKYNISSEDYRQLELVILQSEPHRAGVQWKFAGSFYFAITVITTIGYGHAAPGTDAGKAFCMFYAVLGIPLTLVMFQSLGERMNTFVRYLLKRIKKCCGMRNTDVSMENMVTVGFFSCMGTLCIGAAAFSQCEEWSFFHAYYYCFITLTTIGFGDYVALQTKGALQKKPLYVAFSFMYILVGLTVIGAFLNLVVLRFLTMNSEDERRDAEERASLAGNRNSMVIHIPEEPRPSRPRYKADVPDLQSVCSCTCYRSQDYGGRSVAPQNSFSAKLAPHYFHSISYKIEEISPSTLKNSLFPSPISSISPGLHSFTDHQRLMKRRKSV
RGS4 inh: inhibitors of human RGS4 | P49798 | HEK293 M3R/RGS4 inducible, Fluo-4 calcium flux; hits give high values; triggered by carbachol at its EC20 | B-score at 10 µM | 0.45% of 310,000 active;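 active = B-score, a plate-corrected calcium signal, over three deviations above library mean, with baseline fluorescence within five deviations of library mean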;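 note: RGS4 expression induced by doxycycline in cells with stable M3 receptor; B-score is computed from the integrated fluorescence ratio over baseline after carbachol; higher B-score means a larger calcium signal and so more RGS4 inhibition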
RGS4 pot: RGS4 potentiation or activation; 0.92% of 310,000 active; B-score at 10 µM; HEK293 M3R/inducible RGS4, carbachol calcium flux Fluo4; hits give low values;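 active = B-score of the integrated calcium signal more than 4 SD below the library mean, with starting fluorescence not abnormally high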;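 note: negative B-score means reduced calcium response which marks RGS4 activation or potentiation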
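Material: Inducible-RGS4 HEK293 cells carrying M3 receptor; also added: carbachol at ECmax as muscarinic agonist stimulus; incubation: compound preincubation 20 min at room temperature before agonist; signal: Fluo4-AM (2 µM) calcium-flux fluorescence, kinetic read; measure: integrated calcium ratio converted to B score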
KCNQ1 pot: potentiators or activators of human KCNQ1 potassium channel | AID 2648 | CHO-K1 KCNQ1, thallium flux FluxOR fluorescence; hits give high values | 0.35% of 310,000 active | B-score at 10 µM | P51787;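 active = fluorescence ratio B-score, a plate-corrected score, at least three library SD, with initial intensity B-score within 5 SD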
Target sequence (P51787 whole entry, looked up): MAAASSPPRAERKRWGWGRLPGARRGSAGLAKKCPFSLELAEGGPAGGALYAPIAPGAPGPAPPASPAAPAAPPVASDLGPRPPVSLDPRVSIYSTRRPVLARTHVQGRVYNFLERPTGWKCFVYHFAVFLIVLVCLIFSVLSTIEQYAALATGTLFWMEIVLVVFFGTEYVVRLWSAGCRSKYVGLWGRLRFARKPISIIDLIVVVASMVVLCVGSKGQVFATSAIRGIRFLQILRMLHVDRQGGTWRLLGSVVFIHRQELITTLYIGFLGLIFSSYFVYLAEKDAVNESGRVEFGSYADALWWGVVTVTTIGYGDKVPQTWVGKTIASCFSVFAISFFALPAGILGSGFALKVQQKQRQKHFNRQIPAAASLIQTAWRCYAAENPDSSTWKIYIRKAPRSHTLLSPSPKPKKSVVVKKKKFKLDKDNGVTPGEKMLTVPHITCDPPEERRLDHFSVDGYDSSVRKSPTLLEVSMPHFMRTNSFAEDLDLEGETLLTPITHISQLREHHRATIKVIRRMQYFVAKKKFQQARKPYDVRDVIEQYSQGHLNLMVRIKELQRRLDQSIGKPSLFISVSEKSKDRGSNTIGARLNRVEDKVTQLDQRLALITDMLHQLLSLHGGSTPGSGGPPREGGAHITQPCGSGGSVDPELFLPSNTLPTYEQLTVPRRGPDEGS
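Material: CHO-K1 cells stably expressing KCNQ1. Medium: assay buffer for compound exposure, DMSO matched across wells. Reagent: K+/Tl+ depolarizing stimulus. Compound dosing: single-concentration screen. Times: 37 °C overnight plating, 90-min dark dye load, 20-min compound pretreatment. Technique: FluxOR Tl+ flux fluorescence.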
KCNQ1 block: inhibitors of human KCNQ1 potassium channel. P51787. CHO-K1 KCNQ1, FluxOR thallium flux fluorescence; hits give high values. B-score at 10 µM. 1.3% of 310,000 active. AID 2642;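 active = compounds whose thallium flux B-score, printed positive for inhibition, exceeds three library SD while starting fluorescence stays within three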;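 note: channel opened by potassium depolarization with thallium stimulus after 20 min compound exposure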
TMEM16A inh: mouse TMEM16A channel inhibition, primary screen | HEK293 TMEM16A/YFP iodide influx fluorescence, ionomycin | normalized B-score (activity score, 25-100; higher = stronger inhibition) at 10 µM | 1.2% of 310,000 active;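 active = ratio plate-corrected score three or more library SD toward inhibition, starting fluorescence score within five deviations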;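 note: score derived from kinetic fluorescence span divided by baseline fluorescence per well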
HDAC3 inh: blocks human histone deacetylase 3; AID 2718; recombinant HDAC3, fluorogenic peptide/trypsin coupled, fluorescence; O15379; inhibition, % at 8.3 µM; 0.15% of 320,000 active; in the data active = inhibition above about 26%, passing the limit was not always enough; inconclusive = no clear call, values can overlap the other calls
* hit, by the source's call; i = inactive; ? = inconclusive; · = no result given.

SMILES	SKKanGAS inh	ANO1 activ	hERG protect	KCNK3 block	KCNK9 block	RGS4 inh	RGS4 pot	KCNQ1 pot	KCNQ1 block	TMEM16A inh	HDAC3 inh
CCN(Cc1ccccc1)c1ccc(N=Nc2nn(C)c(C)c2[N+](=O)[O-])cc1	24.8	i	-4.7	i	i	i	i	i	i	i	9.6
CC(=O)c1ccc(N2CCN(c3ccc(S(=O)(=O)NCCCN(C)C)cc3[N+](=O)[O-])CC2)cc1	-9.8	i	-8.7	i	i	i	i	i	i	i	6.6
CC(C)CCNC(=O)C1CCC(CNc2c(N3CCC(C)CC3)c(=O)c2=O)CC1 (stereo not given)	4.1	i	-6.3	i	i	i	i	i	i	i	-2.2
O=c1cc(-c2ccc(Cl)c(Cl)c2)[nH][nH]1	36.3	i	-5.8	i	i	i	i	i	i	i	-0.3
Cc1ccc(N2C(=O)C3C4C=CC(CC4)C3C2=O)cc1Br (stereo not given)	0.0	i	-1.8	i	i	i	i	i	i	i	4.1
COc1cc(C(=O)NC(=S)Nc2csc(-c3ccc(F)cc3)n2)cc(OC)c1OC	-1.6	i	-3.7	i	i	i	i	i	i	i	-7.6
COc1ccc(-c2csc(NC(=O)c3ccc(S(=O)(=O)N4CCc5ccccc5C4)cc3)n2)cc1	5.4	i	-14.8	i	i	i	i	i	i	i	7.6
Cc1cccc(OCC(=O)Nc2ccc3c(c2)nc2n3CCOC2)c1	-4.0	i	-6.8	i	i	i	i	i	i	i	0.4
COc1ccc(C(=O)CNc2ccccc2Br)cc1	-1.6	i	-1.4	i	i	i	i	i	i	i	-1.1
CC(C)C(NC(=O)c1ccccc1NC(=O)c1ccccc1)C(=O)NNC(=O)c1ccncc1 (stereo not given)	0.3	i	-3.8	i	i	i	i	i	i	i	-0.7
CC(=O)c1cccc(Nc2c3c(nc4ccccc24)CCC3)c1	2.6	i	-6.5	i	i	i	i	i	i	i	5.7
O=C(c1ccccc1)c1ccc2c(c1)OCCCO2	-1.6	i	-5.8	i	i	i	i	i	i	i	5.4
CCN1CCCC1CN(Cc1cc2cc(C)cc(C)c2[nH]c1=O)C(=O)Nc1ccccc1OC (stereo not given)	9.3	·	-11.2	·	i	i	i	i	i	i	6.4
CCCc1nnc(SCC(=O)N2CCCCC2C)n1CC (stereo not given)	-2.7	i	-1.4	i	i	i	i	i	i	i	-2.9
NNC(=O)c1ccc2c(c1)S(=O)(=O)NNC2=O	-7.4	i	-3.3	i	i	i	i	i	i	i	?
c1ccc(-c2ccccc2OCCN2CCCCC2)cc1	1.2	i	-6.6	i	i	i	i	i	i	i	5.6
CCCN(CCC(=O)Nc1ccccc1F)CC1CC1	3.2	i	-2.6	i	i	i	i	i	i	i	-6.5
Cc1cc(C)cc(OCCNC(=O)CCc2ccccc2)c1	0.8	i	-4.7	i	i	i	i	i	i	i	1.1
COC(CN(C(=O)CCl)C(C(=O)NC1CCCCC1)c1ccc(Cl)cc1)OC (stereo not given)	-4.4	i	-5.8	i	i	i	i	i	i	i	-7.6
O=C1C2CC=CCC2C(=O)N1c1ncn[nH]1 (stereo not given)	0.9	i	-5.9	i	i	i	i	i	i	i	-0.2
O=C(NCc1ccccc1)c1cc2nc(C3CC3)cc(C(F)(F)F)n2n1	-6.4	i	-17.2	i	i	i	i	i	i	100*	2.4
CCNc1nc(C23CC4CC(CC(C4)C2)C3)cs1	-1.6	i	-5.0	i	i	i	i	i	i	i	12.4
OC(COc1ccccc1)CN1CCN(c2ncccn2)CC1 (stereo not given)	-3.0	i	-18.8	i	i	i	i	i	i	i	-3.4
CCCCNC(=O)c1ccc2c(c1)S(=O)(=O)c1ccccc1C2=O	-4.7	i	-12.9	i	i	i	i	i	i	i	-13.4
Cc1ccnc(NC(=O)c2cc3ccccc3oc2=O)c1	-3.0	i	-2.5	i	i	i	i	i	i	i	-0.4
COC(=O)Cc1c(C(=O)OC)nnn1-c1ccc(OC)cc1	-11.6	i	-7.3	i	i	i	i	i	i	i	3.5
O=C(CCN1C(=O)/C(=C/c2ccccc2F)SC1=S)NCCc1ccc(O)cc1	-2.8	i	-4.9	i	i	i	i	i	i	i	10.0
O=S1(=O)CCOC[C@H](Cc2ccccc2)N1Cc1cccc(C(F)(F)F)c1	8.4	i	-4.6	i	i	i	i	i	i	i	15.5
CS(=O)(=O)c1cnc(-c2ccccc2)nc1-c1ccccc1Cl	-3.4	i	-12.3	i	i	i	i	i	i	i	3.1
Cc1ccc(OCC(=O)Nc2ccc(NC(=O)c3ccco3)cc2)c(C)c1	-2.4	i	-4.7	i	i	i	i	i	i	i	-1.4
CCCCn1c(N)nc2ccccc21	6.1	i	7.5*	i	i	i	i	i	i	i	2.3
Cc1ccc(NC(=O)CSCC(=O)N2CCN(Cc3ccc4c(c3)OCO4)CC2)cc1	-9.5	i	-6.1	i	i	i	i	i	i	i	3.5
Cn1cc(CC(=O)NCCN2CCOCC2)c2ccccc21	-6.0	i	-4.0	i	i	i	i	i	i	i	-5.4
CCCc1cc(=O)[nH]c(SCC(=O)c2cc(C)n(CC(F)(F)F)c2C)n1	-7.0	i	-7.2	i	i	i	i	i	i	i	2.5
CC(=O)Nc1ccc(Nc2nnc(-c3ccc(C)c(S(=O)(=O)NCCO)c3)c3ccccc23)cc1	-2.6	i	-6.3	i	i	i	i	i	i	i	-2.2
Nc1ccc(Br)c2c1C(=O)c1ccccc1C2=O	6.2	·	-20.9	·	i	i	i	i	i	i	5.4
O=C(NNc1c2ccccc2nc2ccccc12)c1ccccc1Cl	19.0	i	-3.1	i	i	i	i	9*	i	i	-4.3
COC(=O)c1ccc2c(=O)n3c(nc2c1)SCC(c1ccccc1)=N3	0.8	i	-8.2	i	i	i	i	i	i	i	-1.3
Cn1nc(-c2ccccc2F)c2cc(C(=O)N3CCN(C(=O)c4ccco4)CC3)sc21	0.2	i	-35.4	i	i	i	i	i	i	i	6.5
N/C(=N\OC(=O)c1cccs1)c1ccc(Cl)cc1	-3.0	i	-6.2	i	i	i	i	i	i	i	5.3
Cc1ccc(N(C(=O)c2ccc(S(=O)(=O)N3CCOCC3)cc2)C2C=CS(=O)(=O)C2)cc1 (stereo not given)	2.0	i	2.0	i	i	i	i	i	i	i	-3.5
CCc1ccc(-c2cc(C)no2)cc1S(=O)(=O)N1CCCN(Cc2ccc(F)cc2)C1	0.3	i	-8.3	i	i	i	i	i	i	i	-5.2
COC(=O)c1ccc(CN(c2ccccc2Cl)S(C)(=O)=O)cc1	-9.2	i	-5.6	i	i	i	i	i	i	i	4.4
COc1ccc2nc3cc(Cl)ccc3c(C#N)c2c1	5.8	-7.23*	-13.5	i	i	i	i	i	i	i	2.9
OCCC1CN(Cc2ccccn2)CCN1C1CCCC1 (stereo not given)	-13.6	i	-8.5	i	i	i	i	i	i	i	0.0
CNC(=S)N1N=C(c2ccccc2)CC1c1ccccc1Cl (stereo not given)	2.1	i	-7.9	i	i	i	i	i	i	i	-0.1
O=C(CN1CCN(Cc2ccc(F)cc2Cl)C1=O)NCCc1ccccc1	-3.4	i	-2.7	i	i	i	i	i	i	i	-2.0
O=C(NC(=O)N1CCN(C(c2ccccc2)c2ccccc2)CC1)c1ccccc1	-5.4	i	-6.5	i	i	i	i	i	i	i	-0.4

Some of the entries so far, comma-delimited.
SMILES,SKKanGAS inh,ANO1 activ,hERG protect,KCNK3 block,KCNK9 block,RGS4 inh,RGS4 pot,KCNQ1 pot,KCNQ1 block,TMEM16A inh,HDAC3 inh
COC(=O)c1ccc2c(=O)n3c(nc2c1)SCC(c1ccccc1)=N3,0.8,i,-8.2,i,i,i,i,i,i,i,-1.3
Cn1nc(-c2ccccc2F)c2cc(C(=O)N3CCN(C(=O)c4ccco4)CC3)sc21,0.2,i,-35.4,i,i,i,i,i,i,i,6.5

New compounds follow
SMILES	SKKanGAS inh	ANO1 activ	hERG protect	KCNK3 block	KCNK9 block	RGS4 inh	RGS4 pot	KCNQ1 pot	KCNQ1 block	TMEM16A inh	HDAC3 inh
C/C(=N/NC(=O)c1ccccn1)c1ccco1	5.3	i	-13.8	i	i	i	i	i	i	i	9.3
C=CCn1c(SCn2nnc3ccccc3c2=O)nnc1C1CCCCC1	-5.6	i	-11.5	i	i	i	i	i	i	i	-6.5
COc1ccc(CNCC(O)(c2ccccc2)c2ccccc2)cc1OC	-9.0	i	-8.9	i	i	i	i	i	i	i	0.1
COc1ccc(-n2nnnc2SCC(=O)N2C(C)CCCC2C)c(OC)c1 (stereo not given)	-7.9	i	-3.0	i	i	i	i	i	i	i	4.7
C=CCn1c(SCC(=O)Nc2cc(C)on2)nc2c([nH]c3ccccc32)c1=O	2.5	i	-3.7	i	i	i	i	i	i	i	7.3
O=C(NC1CCCCC1)C(c1ccco1)N(Cc1ccco1)C(=O)c1ccco1 (stereo not given)	8.5	·	-7.1	i	i	i	i	i	7*	i	-2.9
Cc1ccc2c(Cl)c(C(=O)Nc3ccc4c(c3)OCO4)sc2c1	-6.7	i	-4.7	i	i	i	i	i	i	i	·
O=C(O)c1ccccc1NS(=O)(=O)c1ccc2c(c1)OCCO2	-8.9	i	-5.2	i	i	i	i	i	i	i	-24.0
Cc1ccc(O)c(C(=O)c2cnc3c(c2)c(C)nn3C)c1	-15.7	i	-5.0	i	i	i	i	i	i	i	1.8
Cc1cccc(N(C)S(=O)(=O)c2c(C)[nH]c(C)c2C(=O)N2CCCC2)c1	4.1	i	-8.4	i	i	i	i	i	i	i	5.3
COc1ccc(C(CNc2ccc(S(=O)(=O)N3CCCC3)cc2[N+](=O)[O-])N2CCCC2)cc1 (stereo not given)	2.0	i	-5.5	i	i	i	i	i	i	i	5.1
CC(=O)Nc1sc(/C(C#N)=C\c2cccc(Cl)c2)nc1-c1ccc(C)cc1	26.2	i	-8.0	i	i	i	i	i	i	i	3.6
Cc1ccc(C(=O)Nc2ccccc2)cc1S(=O)(=O)N1CCN(C)CC1	-1.8	i	-6.6	i	i	i	i	i	i	i	-2.8
N#CCCNCC1(c2ccccc2)CCCC1	-0.2	i	-3.5	i	i	i	i	i	i	i	-3.2
COc1cc(O)oc1C=Nc1ccc(Cl)cc1Cl	1.1	i	-8.7	i	i	i	i	i	i	i	-4.7
CC1(C)Cc2nc(-c3ccccc3)nc(NNC(=O)c3ccco3)c2CO1	1.2	i	-11.3	i	i	i	i	i	i	i	-1.3
O=C(NCc1ccncc1)Nc1ccc(Cl)cc1Cl	10.3	i	-7.3	i	i	i	i	i	i	i	1.9

Bioassay records (PubChem)
